# Rtt109 Vps75: inhibitors of C. albicans Rtt109/Vps75 HAT, primary screen, biochemical, ThioGlo CoA-SH fluorescence, plate reader | AID 540336, 2011 | Histone acetyltransferase RTT109 (Candida albicans (strain SC5314 / ATCC MYA-2876)), … | 330,000 compounds, 0.16% hits | inhibition, % at 34.9 µM | purified Rtt109/Vps75, 4 h;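 active = inhibition of at least 50% in every replicate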
# MITF TRPM1 HTS: activators of MITF-driven TRPM1 promoter reporter, primary screen, cell-based, SK-MEL-5, luciferase, single point. SK-MEL-5 TRPM1-promoter luciferase, 24 h; % of positive control, neutral wells = 0. activation, % at 12.5 µM. 300,000 compounds, 0.75% hits. AID 588334, 2011;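 active = mean activation of at least 80% with every replicate also reaching 80%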;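 note: 0% = neutral control wells and 100% = parthenolide positive control wells; values of inactives mirror those of a sister screen read the other way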
# SR-BI DiI-HDL act: activators of SR-BI mediated DiI-HDL uptake, primary screen, ldlA[mSR-BI] CHO cells, DiI fluorescence. activation, % at 12.5 µM. 320,000 compounds, 0.096% hits. 3 h; 100 = double the neutral-control signal;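 active = mean replicate activation of at least 60% and every replicate at or above 60%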;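 note: 0% = median plate neutral-control signal and 100% = twice that signal; values of inactives mirror those of a sister screen read the other way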
#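 Test system: SR-BI-overexpressing, LDLR-lacking CHO cells; Medium: Ham's F12 with 0.5% BSA, HEPES 25 mM, pH 7.4; Schedule: 3 h, 37 °C; Technique: bottom-read fluorescence, 550/595 nm.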
# dFosB act: activators of delta FosB homodimer, primary screen, biochemical, fluorescence polarization, TAMRA-CDK5 oligo, single point; purified delta FosB; percent of positive-control signal above neutral wells; activation, % at 25 µM; 340,000 compounds, 0.99% hits; AID 493131, 2011;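 active = mean activation above about 17%, with every replicate also reaching it, limit read from the data, passing the limit was not always enough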;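 note: fluorescence polarization rise as delta FosB binds a TAMRA Cdk5 AP-1 oligo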
# Target sequence (P13346 whole entry, looked up): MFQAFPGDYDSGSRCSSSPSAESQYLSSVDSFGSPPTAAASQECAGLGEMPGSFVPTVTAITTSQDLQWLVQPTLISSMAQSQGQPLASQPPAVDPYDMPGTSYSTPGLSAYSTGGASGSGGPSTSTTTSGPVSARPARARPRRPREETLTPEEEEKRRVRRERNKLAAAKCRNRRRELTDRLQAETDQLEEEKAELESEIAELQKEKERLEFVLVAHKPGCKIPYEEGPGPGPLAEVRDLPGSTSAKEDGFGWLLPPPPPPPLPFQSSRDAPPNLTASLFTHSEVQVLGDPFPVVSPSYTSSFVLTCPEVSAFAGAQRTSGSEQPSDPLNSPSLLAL
# PvdQ acylase: P. aeruginosa PvdQ acylase inhibitors, primary screen, biochemical, fluorescence, plate reader and imaging, single point. PvdQ acylase [Pseudomonas aeruginosa LESB58]. purified PvdQ acylase. inhibition, % at 10 µM. 340,000 compounds, 0.063% hits. AID 488965, 2010; in the data active = inhibition above about 30%, passing the limit was not always enough;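 note: 0% = vehicle neutral wells and 100% = reference inhibitor wells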
# CAL PDZ FP-1: untagged CAL PDZ binding inhibitors, primary screen, biochemical, fluorescence polarization, HTS. Golgi-associated PDZ and coiled-coil motif-containing protein (Homo sapiens), Q9HD26. purified CAL PDZ, TMR-peptide fluorescence polarization, 1 h. inhibition, % at 24.9 µM. 300,000 compounds, 0.92% hits. AID 602252, 2012;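 active = mean inhibition of at least 30% with at least half of replicates also reaching 30%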;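 note: 0% = DMSO neutral control and 100% = excess unlabeled competitor peptide PRC23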
# SR-BI DiI inh: inhibitors of SR-BI mediated HDL lipid uptake, primary screen, ldlA[mSR-BI] cells, fluorescence, single point; 320,000 compounds, 0.96% hits; AID 488896, 2010; ldlA[mSR-BI] CHO cells, DiI-HDL uptake fluorescence, 3 h; inhibition, % at 12.5 µM; Scavenger receptor class B member 1 (Mus musculus), Q61009;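 active = mean replicate inhibition of at least 70% and a set share of replicates each scoring 70 or more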;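 note: 0% = median of neutral control wells and 100% = median of positive control wells; values of inactives mirror those of a sister screen read the other way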
# Target sequence (Q61009 whole entry, looked up): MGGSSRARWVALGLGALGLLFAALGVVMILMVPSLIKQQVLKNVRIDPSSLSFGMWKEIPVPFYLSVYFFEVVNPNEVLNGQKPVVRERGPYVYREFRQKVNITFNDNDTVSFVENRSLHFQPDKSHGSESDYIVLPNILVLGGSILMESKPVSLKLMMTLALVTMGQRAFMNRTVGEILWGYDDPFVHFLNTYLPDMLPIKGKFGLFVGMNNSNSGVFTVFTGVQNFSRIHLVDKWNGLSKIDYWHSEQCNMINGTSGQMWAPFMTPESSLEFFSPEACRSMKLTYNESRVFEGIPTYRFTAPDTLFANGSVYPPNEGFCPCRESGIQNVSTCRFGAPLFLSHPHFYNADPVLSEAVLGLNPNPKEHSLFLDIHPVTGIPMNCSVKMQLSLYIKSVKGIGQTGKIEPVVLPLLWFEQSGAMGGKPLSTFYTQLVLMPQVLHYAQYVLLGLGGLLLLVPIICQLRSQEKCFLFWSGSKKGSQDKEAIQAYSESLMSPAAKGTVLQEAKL
# NSD2 HMT inh: NSD2 histone methyltransferase inhibitors, primary screen, biochemical, AlphaScreen, single concentration, set 2 | Histone-lysine N-methyltransferase NSD2 (Homo sapiens), O96028 | NSD2 peptide methylation, 120 min | inhibition, % at 12.5 µM | 310,000 compounds, 0.54% hits | AID 743445, 2014; in the data active = inhibition above about 50%
# CAL PDZ FP-2: CAL PDZ peptide-binding inhibitors, primary screen, biochemical, fluorescence polarization, Cer-tagged CAL PDZ, HTS. Golgi-associated PDZ and coiled-coil motif-containing protein (Homo sapiens), Q9HD26. purified CAL PDZ, TMR-peptide fluorescence polarization, 1 h. inhibition, % at 20 µM. 330,000 compounds, 0.02% hits. AID 504414, 2011;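 active = highest replicate inhibition of at least 40%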;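 note: plate controls were DMSO neutral control wells for no effect and unlabeled competitor peptide control wells for full effect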
#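 Material: tagged CAL PDZ protein CerCALP, purified; buffer or medium: sodium phosphate/NaCl buffer pH 7.4 with TCEP, IgG, Thesit; also added: fluorescent TMR peptide probe; schedule: 1 h incubation at room temperature before polarization reading; technique: fluorescence polarization from S- and P-plane intensities, G-factor corrected; control set: unlabelled peptide and DMSO controls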
# PfHsp90 set2: growth inhibition of PfHsp90-expressing yeast, primary screen, antimalarial PfHsp90 inhibitor project, S. cerevisiae, BacTiter-Glo luminescence, single point, set 2. BacTiter-Glo ATP, 48 h; yeast lacking PDR1 and PDR3 efflux regulators. 310,000 compounds, 0.32% hits. inhibition, % at 9.4 µM;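 active = every replicate shows inhibition above about 80%, whatever the replicate mean, limit read from the data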;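 note: 0% = DMSO neutral controls and 100% = 20 µM radicicol positive controls; yeast relying on Plasmodium falciparum Hsp90 in place of its own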
# * = called active by the depositor; x = no result given; & = joins results of further samples.
item	smiles	Rtt109 Vps75	MITF TRPM1 HTS	SR-BI DiI-HDL act	dFosB act	PvdQ acylase	CAL PDZ FP-1	SR-BI DiI inh	NSD2 HMT inh	CAL PDZ FP-2	PfHsp90 set2
1	Nc1ccc(OCCCc2c(N)nc(N)nc2N)cc1	1	0	-9	21*	-11	-5	9	2	0.8	16
2	Cc1sc2nc(SCC(=O)Nc3ccc(S(N)(=O)=O)cc3)[nH]c(=O)c2c1C	3	10	8	101*	-11	44*	-8	1	0.0	2
3	Cc1ccc(OCc2csc(N)n2)cc1	1	49	-8	-7	1	3	8	41	-0.3	-18
4	CCCn1c2c(c(O)c(C(=O)NCCCN(CC)CC)c1=O)CCCC2	-6	16	-17	-12	-12	-5	17	59*	x	-48
5	COCCCNC(=O)CCCOc1ccccc1	-3	15	9	-5	-8	-4	-9	x	-2.8	2
6	COc1ccccc1/C=C1\SC(=S)N(NS(=O)(=O)c2ccccc2)C1=O	-8	0	43	-7	8	-4	-43	11	-2.6	-3
7	CCOC(=O)c1[nH]ncc1CN1CCC(Cc2cccc(OC)c2)(C(=O)OCC)CC1	4	15	x	-9	-8	3	x	0	0.8	13
8	COCCNC(=O)C(c1ccc(O)cc1)N(Cc1cccs1)C(=O)CCC(=O)Nc1ccccn1 (configuration not stated)	2	-4	x	-5	-4	-2	x	3	-0.1	-57
9	COc1ccc(NS(=O)(=O)c2cccc(C(=O)NNC(=O)CNC(=O)c3ccccc3F)c2)cc1	-2	-3	22	-8	-8	-4	-22	-1	-2.1	-2
10	Cc1cccc(N2CCN(C(=O)c3cccn4c(=O)c5c(C)c(C)sc5nc34)CC2)c1C	2	-6	-5	-7	2	-7	5	0	-1.7	5
11	CC(=O)N1CCN(c2ccc(Oc3nc(-c4ccccc4)nc4ccccc34)cc2)CC1	-6	-2	x	-8	-12	5	x	x	-1.3	-9
12	COc1ccc(CNCCc2ccc(Cl)cc2)cc1OCc1ccccc1	-4	-5	-23	-12	-15	-11	23	x	-4.4	-1
13	NNC(=O)c1nc[nH]c1C(=O)Nc1ccccc1	0	x	-8	-11	-17	x	8	3	-3.8	0
14	CCCN1CCN(C(=O)CCc2nnc3ccc(N4CCN(c5cccc(OC)c5)CC4)nn23)CC1	-2	5	2	2	-18	0	-2	x	-0.9	25
15	NS(=O)(=O)Cc1noc2ccccc12	5&5	-2&-4	5&5	-1&0	-8&2	-2&-2	-5&-5	x	0.5&-1.1	-15&5
16	O=C(COc1ccc2ccc(=O)oc2c1)N1CCN(c2ccc(F)cc2)CC1	-1	7	-1	-10	-11	-5	1	-1	-2.1	-14
17	CCOc1ccc(NS(=O)(=O)c2cc(NC(=O)c3cccc(C)c3)ccc2Cl)cc1	1	-9	-41	-17	-5	-2	41	2	-0.5	-3
18	CCN1CSC(=S)N(Cc2ccc(OC)cc2)C1	4	8	x	1	10	-2	x	-5	-0.2	7
19	Cc1[nH]n(-c2ccccc2)c(=O)c1C(c1ccc(O)c([N+](=O)[O-])c1)c1c(C)[nH]n(-c2ccccc2)c1=O	16	1	-10	-8	-5	-1	10	5	1.4	-25
20	Cc1cccn2c(=O)c3cc(C(=O)N4COCC4(C)C)sc3nc12	-229	x	-8	-11	-8	x	8	-6	-0.7	-17
21	COc1ccc(N2C(=O)CSC2c2ccccc2)cc1 (configuration not stated)	-3	0	2	-6	-18	-8	-2	-1	x	10
22	COc1ccccc1NC(=O)NC1CC(=O)N(c2ccc3c(c2)OCCO3)C1 (configuration not stated)	1	-3	-7	-1	3	-2	7	3	-2.2	12
23	O=c1c2c3c(sc2nc2n1CCCC2)CCCC3	-1	-1	-5	-9	-5	-2	5	3	-0.5	0
24	O=C(C[N+]1(CC#Cc2ccccc2)CCOCC1)c1ccccc1	x	-14	0	-6	-13	49*	0	-8	-0.6	2
25	CN(C)S(=O)(=O)c1cc(NC(=O)COC(=O)c2nc(Cl)ccc2Cl)ccc1Cl	9	7	-22	-17	-6	-7	22	-4	-2.5	-11
26	O=C(COc1cccc2ccccc12)N1c2ccccc2CCc2ccccc21	-2	-6	18	-8	6	15	-18	x	-0.4	-30
27	CS(=O)(=O)NN1C(=O)c2ccccc2NC12CCCC2	-112	-1	9	-1	-4	-1	-9	-2	-1.0	1
28	CCN(CC)C(=O)CSc1nnc(-c2cc(-c3ccc(Cl)cc3)nc3ccccc23)o1	13	0	-51	-6	5	-3	51	-3	-0.2	13
29	CCC1(c2ccccc2)NC(=O)N(CC(=O)Nc2ccc3c(c2)OCO3)C1=O (configuration not stated)	17	-10	-11	0	-15	x	11	-3	-0.8	-16
30	CCNC(=O)C1CCCN1S(=O)(=O)c1ccc2ccccc2c1 (configuration not stated)	1	-9	-11	1	-2	-1	11	-4	-0.9	-2
31	Cc1c(/C=N/Nc2nc3ccccc3[nH]2)c2ccccc2n1C	x	x	-37	78*	-2	14	37	5	2.1	4
32	O=C(Cn1cnc2c(nnn2-c2ccccc2)c1=O)N1CCC(Cc2ccccc2)CC1	-2	1	10	-23	-13	0	-10	x	-0.8	9
33	CSCc1ccc(C(=O)OCc2nc3ccccc3s2)o1	0	6	x	-13	-9	-2	x	1	-1.4	6
34	Cn1c(=S)c2[nH]c(SCc3cccnc3)nc2n(C)c1=O	1	-8	6	0	7	-4	-6	2	0.7	-36
35	Cc1ccc(NCc2ccccc2OCc2ccccc2F)cc1	-7	14	-50	-8	-1	-5	50	x	-0.2	-8
36	COc1ccc(NC(=O)COc2ccccc2)cc1Cl	-2	x	9	8	8	-4	-9	-3	-0.3	-5
37	Cc1nc(NS(=O)(=O)c2ccccc2)sc1C(=O)NNS(=O)(=O)c1ccccc1	4	11	-4	-5	-6	-2	4	3	-1.3	17
38	O=C(Nc1ccc(Cl)cc1)c1ccc(-n2cncn2)c([N+](=O)[O-])c1	3	1	-35	-2	-9	-1	35	4	-0.9	-2
39	CCCCn1c(N)c(N(CCOC)C(=O)c2ccc(C)o2)c(=O)[nH]c1=O	-1	11	25	-5	-10	1	-25	-2	-3.0	x
40	CC(=O)OCc1c(C(F)(F)F)nn(C)c1Oc1ccccc1	11	-3	5	-3	8	6	-5	0	-1.2	13
41	Cc1cc(NO)c(C(C)C)cc1N=O	-1	-22	-21	9	8	-3	21	0	0.1	-44
42	CCCCSc1nnc(-c2ccc(OC)cc2)n1C	14	47	1	-6	-10	-4	-1	-5	x	7
43	CCC(C)C(NC(=O)OC(C)(C)C)C(=O)NC(Cc1ccccc1)C(=O)OC (configuration not stated)	-9	1	17	2	-15	-5	-17	0	-1.9	9
44	CC(OC(=O)c1ccc(NS(=O)(=O)c2cccs2)cc1)C(=O)N(C)C1CCCCC1 (configuration not stated)	-4	-2	3	-10	-1	-5	-3	-2	-2.2	-1
45	N=c1c(S(=O)(=O)c2ccc(Cl)cc2)cc2c(=O)n3ccccc3nc2n1C1CCCC1	-24	-9	-26	4	-13	-1	26	-1	-1.5	-22
46	CCN1C(=O)C(C(=O)Nc2ccc(OC)cc2)C2CC1(C)Oc1ccccc12 (configuration not stated)	0	0	-54	-12	-17	-3	54	2	3.4	-15
47	COC(=O)c1cc(-c2ccc(Cl)cc2)n[nH]1	-10	23	9	-7	0	-3	-9	1	-3.5	3
48	C=CCNc1nc(NCCO)nc(N2CCCC2)n1	10	7	16	-1	-10	2	-16	-1	-1.7	12
49	Cc1ccc(-n2c(N)c(S(=O)(=O)c3ccccc3)c3nc4ccccc4nc32)cc1	-5	-5	-21	7	-16	-12	21	-1	-3.7	-27
50	CC1=C(C(=O)Nc2ccccn2)C(c2cn(C)nc2C)C2=C(CCCC2=O)N1 (configuration not stated)	10	5	8	7	1	-6	-8	0	-1.6	-9

# (listing goes on)
item	smiles	Rtt109 Vps75	MITF TRPM1 HTS	SR-BI DiI-HDL act	dFosB act	PvdQ acylase	CAL PDZ FP-1	SR-BI DiI inh	NSD2 HMT inh	CAL PDZ FP-2	PfHsp90 set2
51	CN(C)c1ncc(CN2CCC(CO)(CCCc3ccccc3)CC2)s1	2	-3	x	-6	3	-2	x	22	0.4	14
52	CCOc1cccc(Nc2cc3n(c(=O)n2)CCc2cc(OC)c(OC)cc2-3)c1	8	x	-14	9	8	-3	14	-3	-4.0	3
53	O=C(COc1ccc(Cl)cc1Cl)NC(=O)N1CCCCC1	2	95*	16	-2	-6	-2	-16	0	-0.6	-6
54	CC1(C)CC(NC(=O)C2CCCCC2C(=O)O)CC(C)(C)N1 (configuration not stated)	-1	x	23	-1	-4	-2	-23	4	-1.4	7
55	CN=C1SC(CC(=O)Nc2sc(C)c(C)c2C(=O)OC)C(=O)N1C (configuration not stated)	x	-4	-48	-5	-6	-1	48	0	-2.9	-2
56	O=C(CSC1CCCCC1)Nc1nccs1	1	9	19	1	-7	-1	-19	1	-1.6	3
57	CCOc1ccccc1C1C(C(=O)Nc2ccccc2OC)=C(C)Nc2nc(CCCO)nn21 (configuration not stated)	-1	x	13	6	-5	0	-13	x	0.1	12
58	CCOC(=O)c1c(C)c(C(=O)N2CCN(c3ccc(F)cc3)CC2)c(C)n1C	9	-8	-45	-10	-2	3	45	1	-0.5	4
59	CCCCc1nnc(NC(=O)C23CC4CC(CC(NC(C)=O)(C4)C2)C3)s1	2	-4	9	-11	14	-5	-9	-2	-0.9	-5
60	COc1cccc(N2C(N)=NC(N)=NC2(C)C)c1	9	-6	31	-3	-11	-2	-31	27	0.5	7
61	CCN1C(=O)/C(=C\c2cccn2-c2ccc([N+](=O)[O-])cc2)N(CC)C1=S	-5	-3	-33	-3	-8	-3	33	-2	0.3	10
62	CC(=O)Nc1ccccc1OCC(=O)N(Cc1ccccc1)C(C)C	-9	-17	-7	-1	12	-2	7	-1	-0.9	10
63	O=C(CSc1nnc(-c2cccs2)n1-c1ccccc1)N1CCCC1	2	3	15	-6	-11	x	-15	3	-2.5	x
